NCI-60 one-dose screen, 48 h, at 10 µM unless noted. Numbers give growth in % (100 = growth as untreated, 0 = no growth, -100 = all killed).
KM12: KM12 colon cancer cells; 82,000 tested, 5% active; AID 1794800
HCC-2998: HCC-2998 colon cancer. 79,000 tested, 4.7% active. AID 1794799
SW-620: SW-620 colon cancer; 82,000 tested, 5.2% active; AID 1794795
HT29: HT29 colon cancer | 81,000 tested, 7.4% active
SF-295: SF-295 CNS cancer cells; 79,000 tested, 5.6% active; AID 1794758
SF-268: SF-268 CNS cancer cells | 82,000 tested, 3.1% active
SNB-75: SNB-75 CNS cancer; 79,000 tested, 5% active; AID 1794750
SNB-19: SNB-19 CNS cancer cells; 81,000 tested, 2.5% active; AID 1794751
SF-539: SF-539 CNS cancer. AID 1794752. 81,000 tested, 6.8% active
The depositor's hits bear a star; x = no result given. The calls were made as follows: active = growth percent below 10; inactive = the rest.

Start of the listing, in advance, 4 compounds:
SMILES	KM12	HCC-2998	SW-620	HT29	SF-295	SF-268	SNB-75	SNB-19	SF-539
Cc1ccc2oc(=O)cc(CSc3nnc(SCc4cc(=O)oc5ccc(C)cc45)s3)c2c1	101.7	97.8	97.1	97.6	95.6	93.6	109.5	107.2	103.5
Cc1cc(N2CCN(CCNc3ccnc4cc(Cl)ccc34)CC2)nc(N2CCOCC2)n1	76.6	37.4	79.4	20.7	75.5	70.4	88.3	89.9	29.6
NC1=C(O)C(=O)C(c2ccccc2)O1 (configuration not stated)	101.4	96.4	100.8	104.5	x	101.9	91.1	91.5	105.2
Cn1cc(-c2csc(-c3cn(C(=O)OC(C)(C)C)c4ccc(Cl)cc34)n2)c2cccnc21	112.4	102.0	105.9	85.2	111.1	132.7	77.9	108.7	100.2

All compounds of this part (from the top)
SMILES	KM12	HCC-2998	SW-620	HT29	SF-295	SF-268	SNB-75	SNB-19	SF-539
Cc1ccc2oc(=O)cc(CSc3nnc(SCc4cc(=O)oc5ccc(C)cc45)s3)c2c1	101.7	97.8	97.1	97.6	95.6	93.6	109.5	107.2	103.5
Cc1cc(N2CCN(CCNc3ccnc4cc(Cl)ccc34)CC2)nc(N2CCOCC2)n1	76.6	37.4	79.4	20.7	75.5	70.4	88.3	89.9	29.6
NC1=C(O)C(=O)C(c2ccccc2)O1 (configuration not stated)	101.4	96.4	100.8	104.5	x	101.9	91.1	91.5	105.2
Cn1cc(-c2csc(-c3cn(C(=O)OC(C)(C)C)c4ccc(Cl)cc34)n2)c2cccnc21	112.4	102.0	105.9	85.2	111.1	132.7	77.9	108.7	100.2
CC(C)(C)C1=CCN(C(C)(C)/C=N\O)CC1	102.8	105.0	102.9	101.9	x	104.2	100.6	106.1	101.3
COC(=O)[C@]12CC[C@@H](C)[C@H](C)[C@@H]1C1=CC[C@@H]3[C@@]4(C)C[C@@H](OC(=O)c5ccco5)[C@H](O)[C@@](C)(CO)[C@@H]4[C@H](O)C[C@@]3(C)[C@]1(C)CC2	-85.8*	-89.1*	-81.4*	-92.8*	-98.3*	-79.6*	-84.4*	-71.0*	-90.1*
O=C1Nc2ccccc2/C1=C\c1nc(-c2ccc(F)cc2)n2ccccc12	82.3	102.2	104.7	95.0	80.0	88.1	69.2	104.3	99.3
Cc1ccc(CSC2=C(Cl)CN(c3ccccc3)C2=O)cc1	96.9	108.4	109.0	121.9	96.9	109.3	103.4	93.5	105.3
CN(C)c1ccc(C(O)(c2ccc(N(C)C)cc2)c2ccc(N(C)C)cc2)cc1	x	115.3	94.7	91.4	74.8	90.8	83.5	92.6	94.4
CC1(C)CC[C@]2(C(=O)NCCNCCN)CC[C@]3(C)C(=CC[C@@H]4[C@@]5(C)CCC(=O)C(C)(C)[C@@H]5CC[C@]43C)[C@@H]2C1	10.0*	24.5	-78.4*	-2.8*	96.7	72.7	69.8	56.1	76.5
Cc1cc(N)nc2ccccc12	112.3	105.5	106.9	98.0	94.1	112.5	102.8	94.5	91.2
O=C(Nc1ccc2ccccc2c1)c1cc2ccccc2cc1O	-36.8*	106.6	102.8	98.9	128.1	7.5*	102.6	97.9	105.3
CC(=O)OCC1CC(COC(C)=O)C(COC(C)=O)CC1COC(C)=O (configuration not stated)	90.2	98.7	108.3	101.8	105.9	90.8	108.6	97.1	93.0
CC(O)c1cnc(/C=C2\SC(=S)N(Cc3ccco3)C2=O)s1 (configuration not stated)	74.9	105.3	26.9	67.2	104.5	92.8	93.5	85.4	53.9
O=c1[nH]c(=O)n(C2CC(O)C(CO)O2)cc1CO (configuration not stated)	103.1	x	96.6	105.5	109.6	99.8	84.3	30.2	95.7
Nc1c(S(=O)(=O)O)ccc2ccccc12	101.2	100.8	97.6	89.7	115.2	106.8	102.5	102.3	103.9
FC(F)(F)c1cc2c(Cl)ncnc2n1CCN1CCOCC1	96.4	-26.6*	59.9	81.2	86.7	64.5	53.5	43.4	87.0
CC(C)=CCC[C@](C)(O)[C@H]1CC[C@]2(C)[C@@H]1CC[C@@H]1[C@@]3(C)Cc4cn(-c5ccccc5)nc4C(C)(C)[C@@H]3CC[C@]12C	83.7	90.6	89.0	67.5	88.2	87.0	74.5	95.2	93.1
C[C@H](O)[C@H]1CC[C@H]2[C@@H]3CC[C@@H]4C[C@H](O)CC[C@]4(C)[C@H]3CC[C@]12C	109.2	111.0	108.1	93.9	105.1	101.5	99.5	112.6	109.7
Cc1ccc(C)c(N2CCN(c3ccncc3N)CC2)c1	67.4	85.5	47.8	60.5	50.9	74.3	78.6	x	78.5
N#Cc1cccc(C2C3=C(COC3=O)N(CCO)c3cc4c(cc32)OCO4)c1 (configuration not stated)	27.9	83.5	16.3	6.6*	5.0*	40.3	13.0	32.9	8.9*
Cc1ccc(S(=O)(=O)Nc2ccc3nc(NC(=O)c4ccco4)sc3c2)cc1	88.1	108.4	107.0	114.6	97.7	84.4	91.6	99.8	95.3
N#CN1C2CCC1CC(O)(c1ccccc1)C2 (configuration not stated)	109.0	105.8	100.3	101.4	94.0	112.0	99.6	101.8	94.7
CCOC(=O)c1cc(-c2nc3ccccc3s2)c(=O)n(NS(=O)(=O)c2ccc(C)cc2)c1N	96.0	118.1	108.5	114.0	101.0	95.1	92.3	101.7	104.3
COc1cc(/C=C/C(O)=C2/C(=O)CC(C)OC2=O)cc2c1OCO2 (configuration not stated)	101.4	103.8	97.6	117.8	102.4	100.6	75.8	98.3	88.3

Rewritten as comma-separated lines: four of the compounds above.
compound,KM12,HCC-2998,SW-620,HT29,SF-295,SF-268,SNB-75,SNB-19,SF-539
O=C1Nc2ccccc2/C1=C\c1nc(-c2ccc(F)cc2)n2ccccc12,82.3,102.2,104.7,95.0,80.0,88.1,69.2,104.3,99.3
Cc1ccc(CSC2=C(Cl)CN(c3ccccc3)C2=O)cc1,96.9,108.4,109.0,121.9,96.9,109.3,103.4,93.5,105.3
CN(C)c1ccc(C(O)(c2ccc(N(C)C)cc2)c2ccc(N(C)C)cc2)cc1,x,115.3,94.7,91.4,74.8,90.8,83.5,92.6,94.4
CC1(C)CC[C@]2(C(=O)NCCNCCN)CC[C@]3(C)C(=CC[C@@H]4[C@@]5(C)CCC(=O)C(C)(C)[C@@H]5CC[C@]43C)[C@@H]2C1,10.0*,24.5,-78.4*,-2.8*,96.7,72.7,69.8,56.1,76.5

(more compounds)
SMILES	KM12	HCC-2998	SW-620	HT29	SF-295	SF-268	SNB-75	SNB-19	SF-539
COc1ccc(C(=O)/C=C/C(=O)O)cc1	111.2	108.4	123.2	117.8	115.0	106.7	94.0	117.0	109.2
CCOc1ccc([N+](=O)[O-])cc1[N+](=O)[O-]	103.3	93.5	96.9	106.6	97.9	101.7	x	108.4	105.3
O=[N+]([O-])c1ccc(N/N=C/C2CCCCCC2)c([N+](=O)[O-])c1	71.6	105.6	79.0	100.0	98.1	87.4	116.6	101.7	99.8
O=C(O)c1ccc(-n2cc(CNc3ccc(OC(F)(F)F)c(C(F)(F)F)c3)c(-c3ccc(F)cc3)n2)cc1	98.2	108.1	102.2	120.1	93.4	101.0	105.7	95.3	111.5
CCCCN(CCCC)CCCNc1c2c(nc3ccccc13)CCCC2	106.8	x	81.8	64.8	85.5	102.8	89.0	109.6	101.1
COc1ccc(Nc2ccc(NC(=O)c3ccc([N+](=O)[O-])cc3)cn2)cc1	94.3	97.7	112.8	98.9	92.8	97.2	x	109.1	89.9
CS(=O)(=O)c1ccc(C(F)(F)F)cc1NC(=O)Nc1cnc(Oc2ccc(-c3cc(Cl)cnc3N)cc2)nc1	14.1	x	73.7	29.7	25.0	39.1	32.4	46.8	28.9
Cc1cn(-c2cc(NC(=O)c3cccc(C#Cc4cccc5[nH]nc(N)c45)c3)cc(C(F)(F)F)c2)cn1	20.6	39.1	44.1	18.4	27.5	53.2	48.1	55.5	6.2*
CC[C@H](C)[C@@H]1NC(=O)[C@H](Cc2ccc(O)cc2)N(C)C(=O)[C@H](Cc2ccccc2)NC(=O)CN(C)C(=O)[C@@H]2CCCN2C(=O)[C@@H](Cc2ccccc2)N(C)C(=O)[C@H](CC(C)C)NC1=O	1.4*	-23.9*	3.6*	4.8*	-23.5*	-5.2*	-11.6*	-8.3*	-24.8*
O=C(c1nn(-c2ccccc2)c2c1CC(NCc1ccc(F)cc1)CC2)N1CCCCC1 (configuration not stated)	101.6	104.4	110.3	100.7	102.2	93.0	84.5	101.4	105.8
NC(=O)C1=C(N)c2ccccc2C1c1ccccc1 (configuration not stated)	104.0	105.3	108.0	108.6	103.5	101.1	93.4	106.2	113.6
Cc1ccc(-c2ccc(-c3ccccc3N)c3[nH]c4ccccc4c23)cc1	74.7	88.5	74.0	74.6	98.0	65.3	82.8	85.4	96.7
OCC(O)C(O)CC1SCCS1 (configuration not stated)	102.7	107.9	99.7	100.5	104.4	99.4	94.7	94.8	103.4
COc1ccc(C2C3CCc4ccccc4C3=NN2C(=O)c2cc(OC)c(OC)c(OC)c2)cc1O (configuration not stated)	108.9	110.0	x	104.5	91.2	105.1	89.4	108.9	100.7
Clc1ccc(-c2nnc(CNc3ncccn3)o2)cc1	98.8	116.3	98.1	94.9	102.6	95.8	94.9	102.1	104.2
O=C(c1cccs1)c1ccccc1Cc1cccs1	106.1	102.8	103.0	95.2	x	101.5	110.0	101.7	100.4
CNC(=O)c1cc(-n2ccc3cc(NC(=S)Nc4cccc(C(F)(F)F)c4)ccc32)ccn1	85.4	104.4	98.3	91.2	87.5	89.8	88.9	90.5	92.2
N#CC(N=Nc1cccc2ccccc12)C(N)=O (configuration not stated)	98.2	104.0	111.0	109.0	99.7	98.9	94.0	99.8	97.7
COc1ccc(/C=C/C(=O)c2ccc(NC(=O)CSc3nnc(-c4ccccc4)n3-c3ccccc3)cc2)cc1	92.0	104.0	87.8	89.8	107.3	100.3	92.9	101.4	106.9
CCN1CCN(c2cc(C(=O)Nc3cccc(Nc4ccc5c(OC)cccc5n4)c3)cc(C(F)(F)F)c2)CC1	-10.3*	-53.3*	3.2*	-60.0*	14.0	32.8	35.8	36.0	19.5
CN1CCN(C)c2cnccc2C1=O	106.5	105.0	108.5	101.4	100.6	104.0	111.8	120.3	105.4
O=C(CN1CCN(c2ncnc3c2cnn3-c2ccccc2)CC1)Nc1nncs1	4.5*	59.7	-23.9*	-61.5*	-31.4*	-34.4*	-75.0*	58.4	-88.2*
C/C(=C\CSCC(=O)NC(Cc1ccc(O)c(O)c1)C(=O)O)CCCC(C)CCCC(C)CCCC(C)C (configuration not stated)	53.1	80.9	62.5	62.3	86.1	75.1	73.2	22.6	78.4
N=C(N)c1nn(C2OC(CO)C(O)C2O)c2nc[nH]c(=O)c12 (configuration not stated)	-49.4*	-22.8*	-4.2*	11.7	8.5*	-7.4*	9.1*	5.9*	-43.8*
C[C@H]1[C@H]2C3=CC[C@@H]4[C@@]5(C)CCC(=O)NC(C)(C)[C@@H]5CC[C@@]4(C)[C@]3(C)CC[C@@]2(C(=O)O)CC[C@@H]1C	90.6	98.1	98.1	100.9	92.4	95.6	89.5	96.5	90.0

The list goes on.
SMILES	KM12	HCC-2998	SW-620	HT29	SF-295	SF-268	SNB-75	SNB-19	SF-539
O=C(Nc1ccccc1)Nc1ccc([N+](=O)[O-])cn1	97.9	106.4	108.1	98.8	99.3	100.3	91.4	100.4	94.0
Cc1ccc2nc(NC(=O)CSc3nc(-c4ccccc4)c(C#N)c4nnnn34)sc2c1	102.0	102.9	104.4	105.6	103.4	113.2	96.6	101.7	100.2
CCN(CC)CCn1ncc(Sc2cc([N+](=O)[O-])ccc2N)c(Cl)c1=O	89.1	108.3	67.3	61.2	87.4	81.8	73.9	88.6	93.5
Cc1nn(-c2ccccc2)c(Cl)c1/C=C(/NC(=O)c1ccccc1)c1nc2ccccc2[nH]1	107.1	131.0	104.5	75.3	92.9	104.0	96.9	100.8	109.6
CCCCCCCCCCCCNC(=S)NCCCCCCCCCCCC	98.2	107.8	105.3	106.5	96.4	102.9	93.6	100.1	100.7
CC[C@@H](c1ccc(O)c(O)c1)[C@@H](CC)c1ccc(O)c(O)c1	102.4	102.7	5.7*	95.4	130.5	98.0	82.4	97.7	101.7
C#CCOc1ccccc1/C=N/Nc1nc(-c2ccc(Cl)cc2)cs1	91.4	120.1	93.4	105.6	108.7	98.9	92.5	97.9	89.5
O=C(NO)c1ccc(Cn2c3c(c4ccccc42)CS(=O)(=O)CC3)cc1	95.5	97.3	81.5	91.2	x	103.8	70.1	89.6	86.3
CC1(C)N=C(N)N=C(N)N1c1ccc(OCC(=O)Nc2ccccc2)c(Cl)c1	18.1	29.5	33.0	17.6	23.5	28.0	82.3	49.4	23.8
COc1cccc2[nH]cc(C(=O)C(=O)Nc3cc(C)on3)c12	105.5	92.0	117.3	102.8	87.5	106.1	89.9	103.9	102.7
COc1ccc(/C=C(\C#N)n2nnc3c(F)cccc32)cc1	8.0*	1.3*	15.6	13.4	5.5*	39.7	-58.8*	30.7	-27.4*
CC(=Nc1ccc2c(c1)C(=O)c1ccc(N=C(C)N(C)C)cc1C2=O)N(C)C	108.2	99.9	108.7	116.5	78.8	111.8	87.9	106.1	100.5
CSc1nc(Nc2cccc(NC(=O)/C(C#N)=C/c3ccccc3)c2)c(C#N)c(-c2cccc([N+](=O)[O-])c2)n1	100.4	119.4	98.7	104.6	96.1	97.5	75.5	92.6	104.4
CCCSc1nc(Nc2ccc(/C(C)=N\NC(N)=S)cc2)c(C#N)c(-c2ccc(F)cc2)n1	103.5	112.4	113.0	100.6	106.0	129.3	134.9	99.3	98.3
Oc1cccc2cc3ccccc3cc12	99.1	105.3	79.1	98.1	102.9	99.5	112.6	103.6	105.7
CC1=NNC(C)(C)C1	115.7	106.8	109.3	102.8	108.9	110.0	103.2	104.2	106.1
COc1ccc2c(c1)OC(N)=C(C#N)C2c1ccc(F)c(F)c1 (configuration not stated)	28.6	49.7	21.3	3.2*	23.1	56.7	9.5*	28.7	14.6
